Bioassay records (PubChem BioAssay)
HCMV inh: qHTS Assay for inhibitors of the human cytomegalovirus (HCMV). HFF cells, HCMV-luciferase reporter, 72 h; stronger effect = lower value. activity change, negative = inhibition, % at 57.5 µM. 410,000 tested, 4.5% active; in the data active = activity change below about -60%; inconclusive = no clear call, values can overlap the other calls; inactive = above about -39%
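Inhibition of viral replication was scored as loss of reporter luminescence in HFFs infected with HCMV-luciferase (MOI 1 PFU/cell) for 72 h; compounds tested at 2 doses, normalized to buffer and Salinomycin controls.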
AmpC inh no detg: qHTS Inhibitors of AmpC Beta-Lactamase (assay without detergent); P00811; 330,000 tested, 0.52% active; AmpC nitrocefin hydrolysis, absorbance 480 nm, 0.0001% Triton; Potency, µM (top dose mostly 57.1 µM), without a hit: top-dose activity change, negative = inhibition, most hits filed as inhibitors;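 note: potency is the fitted concentration of half-maximal effect; plate controls were no compound for no effect and no enzyme for full effect; nearly all actives have a fitted effect of over 20% in size; some results filed as inactive show a strong effect at the top dose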
Target sequence (P00811 whole entry, looked up): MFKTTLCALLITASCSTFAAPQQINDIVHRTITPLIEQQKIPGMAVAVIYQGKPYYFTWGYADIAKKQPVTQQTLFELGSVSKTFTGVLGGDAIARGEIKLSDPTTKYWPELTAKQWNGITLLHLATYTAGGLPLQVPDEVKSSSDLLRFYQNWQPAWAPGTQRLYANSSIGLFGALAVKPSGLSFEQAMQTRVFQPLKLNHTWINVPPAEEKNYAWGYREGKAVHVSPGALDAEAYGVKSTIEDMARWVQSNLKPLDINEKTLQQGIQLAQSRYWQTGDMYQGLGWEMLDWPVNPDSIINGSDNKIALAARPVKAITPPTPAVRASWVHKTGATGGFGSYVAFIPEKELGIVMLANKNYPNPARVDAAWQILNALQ
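AmpC (5.3 nM in the dispensed reagent) in 20 mM phosphate pH 7.0 with 0.01% (detergent screen) or 0.0001% Triton X-100 was preincubated with compounds for 15 min at room temperature. Nitrocefin was then added from an 800 uM solution, and hydrolysis was followed at 480 nm.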
AMA1 RON2 block: qHTS for Inhibitors of AMA1-RON; Towards Development of Antimalarial Drug Lead: Primary Screen; Plasmodium falciparum AMA1 (3D7) - RON2 peptide interaction; AlphaScreen AMA1-biotinylated RON2 peptide binding; Potency, µM (series often up to 58.2 µM), inactives show at the highest dose activity change, negative = inhibition, hits mostly inhibitors; 360,000 tested, 0.2% active;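 note: potency is the fitted concentration of half-maximal effect; 0% = vehicle wells and -100% = peptide control; nearly all actives have a fitted effect of over 45% in size; some results filed as inactive show a strong effect at the top dose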
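AMA1 (3D7) with his tag at 25 nM final met compounds first, then biotinylated RON2 peptide at 25 nM; detection used donor plus acceptor beads, 10 µg/mL apiece, read by AlphaScreen after 30 min at room temperature.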
TbPYK inhibitor: qHTS of Trypanosoma Brucei Inhibitors; pyruvate kinase (Trypanosoma brucei), Q57TT1; Potency, µM (highest dose often 76.8 µM), for inactives: at the top dose activity, negative = inhibition, actives largely listed as inhibitors; 410,000 tested, 0.12% active; TbPYK enzyme, Kinase-Glo Plus ATP luminescence, 45 min; note: potency is the fitted concentration of half-maximal effect; nearly all actives have a fitted effect of over 50% in size
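In this concentration-response screen, enzyme-free wells defined baseline while DMSO plates tracked drift. Each reaction combined TbPYK, substrate, compound and 130 uM ADP for 45 min at room temperature. Kinase-Glo Plus luminescence gave the signal.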
Sm TGR inh: qHTS Assay for the Inhibitors of Schistosoma Mansoni Peroxiredoxins; Schistosoma mansoni thioredoxin glutathione reductase (TGR), Q962Y6; purified TGR, DTNB reduction, TNB absorbance 405 nm; Potency, µM (doses to about 114 µM), for the others: at the highest dose activity change, negative = inhibition, most hits filed as inhibitors; 360,000 tested, 3% active; AID 485364, 2010; note: potency is the fitted concentration of half-maximal effect; nearly all actives have a fitted effect of over 60% in size
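First, TGR (20 nM dispensed) and NADPH were mixed with compound. Second, a 15 min room-temperature incubation followed. Third, further NADPH and then DTNB were added to start the reaction. Finally, TNB absorbance was monitored kinetically.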
AmpC detergent: qHTS Inhibitors of AmpC Beta-Lactamase (assay with detergent). P00811. AmpC hydrolysis of nitrocefin, absorbance 480 nm, 0.01% Triton. Potency, µM (doses to about 114 µM), without a hit: at the highest dose activity change, negative = inhibition, hits mostly inhibitors. 370,000 tested, 0.041% active;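 note: potency is the fitted concentration of half-maximal effect; 0% = no-compound wells and -100% = no-enzyme wells; nearly all actives have a fitted effect of over 25% in size; some results filed as inactive show a strong effect at the top dose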
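20 mM phosphate pH 7.0 + 0.01% (detergent screen) or 0.0001% Triton X-100; 5.3 nM AmpC reagent; cpd preinc 15 min RT; nitrocefin (800 uM stock) to start; A480 q20 s × 4 min; Activity was normalised to no-enzyme and no-compound control wells.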
LmPK inhibitor: qHTS Assay for Inhibitors of Leishmania Mexicana Pyruvate Kinase (LmPK) | AID 1721, 2009 | Potency, µM (titrated, usually from 57.5 µM), for inactives: top-dose activity change, negative = inhibition, actives largely listed as inhibitors | purified LmPK, Kinase-Glo ATP luminescence, 1 h | 290,000 tested, 0.37% active; note: potency is the fitted concentration of half-maximal effect
Target sequence (Q27686 whole entry, looked up): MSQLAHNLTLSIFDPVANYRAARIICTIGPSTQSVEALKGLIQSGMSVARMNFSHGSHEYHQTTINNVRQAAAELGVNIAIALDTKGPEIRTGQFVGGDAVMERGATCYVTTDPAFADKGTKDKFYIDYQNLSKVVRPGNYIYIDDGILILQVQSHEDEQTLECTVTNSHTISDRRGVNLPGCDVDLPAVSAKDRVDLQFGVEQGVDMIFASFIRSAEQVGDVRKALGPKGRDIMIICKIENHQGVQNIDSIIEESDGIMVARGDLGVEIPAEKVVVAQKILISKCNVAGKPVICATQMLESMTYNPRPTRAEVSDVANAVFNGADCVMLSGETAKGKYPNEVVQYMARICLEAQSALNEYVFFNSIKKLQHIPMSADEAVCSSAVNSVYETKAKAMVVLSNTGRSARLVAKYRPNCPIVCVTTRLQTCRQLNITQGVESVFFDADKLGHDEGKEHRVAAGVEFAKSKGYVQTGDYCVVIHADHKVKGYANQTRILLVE
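Kinase-Glo luminescence read after 1 h RT reaction of 0.1 nM LmPK with 0.5 mM PEP and 0.1 mM ADP. Activity scaled between uninhibited and enzyme-free controls.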
Starred values were filed as active, the others as inactive; ? = inconclusive; / = no result given; [ ] = dose if it differs, or a comment. Unless noted, calls come from the whole dose curve; as a rule, active = well fitted curve in the direction sought with a large enough effect; inconclusive = small, poorly fitted or top-dose-only effect, or another doubt; inactive = no such curve, though single readings can be large; an effect the other way counts as inactive or inconclusive. Unless noted, % is set by controls: 0 for no effect and ±100 for the full control effect. Random draw from the library. Share with any hit: about 7.4%.

SMILES | HCMV inh | AmpC inh no detg | AMA1 RON2 block | TbPYK inhibitor | Sm TGR inh | AmpC detergent | LmPK inhibitor
CCc1ccc(NC(=O)C2CCCN(S(=O)(=O)c3cccs3)C2)cc1 (stereo not given) | 8.4 | -42.0% | -9.7% | -17.9% | -11.0% | -5.4% | 0.8%
c1ccc(OCCSc2nc3ccccc3o2)cc1 | -29.8 | 38.1%[activator] | 45.3%[activator] | -8.0% | -0.1% | -17.7% | -5.2%
O=C(NCc1ccccc1)N1CCOCC1 | 0.0 | 6.2% | -12.6% | 8.8% | 14.0% | -7.8% | 2.0%
CCCn1cc(CN2CCC(Oc3ccc(C(=O)N4CCCC4)cc3)CC2)c(C)n1 | 0.0 | 2.8% | -4.1% | 1.3% | -17.4% | -1.8% | -2.6%
O=S(=O)(NCc1ccc2c(c1)OCO2)c1cnc[nH]1 | 26.4 | -10.1% | 11.0% | 5.8% | -10.0% | -4.0% | 2.3%
Cn1c(=O)c2c(ncn2CC(=O)OCC(=O)c2ccc(F)c(F)c2)n(C)c1=O | -26.9 | -20.7% | -12.7% | 0.4% | -6.7% | -3.1% | -5.0%
CCC(=O)NS(=O)(=O)c1cccnc1Nc1ccc(Cl)cc1 | 23.0 | -14.5% | -3.3% | -2.0% | -32.9% | ? | -1.3%
Cc1cccc(NC(=O)c2cc([N+](=O)[O-])ccc2N2CCCCC2)n1 | ? | -16.1% | -6.5% | 0.0% | 8.2% | -6.6% | 2.2%
CCOC(=O)C1(Cc2cccc(F)c2)CCN(C(=O)c2cnccn2)CC1 | -13.5 | 38.3% | 15.8% | 1.9% | -6.7%[57.1 µM] | -3.0% | -3.6%
Cc1c(CCO)c(=O)[nH]n1S(=O)(=O)c1ccc(F)cc1 | -13.5 | 2.8% | -1.6% | -1.2% | -1.7% | 5.4% | -7.1%
COc1ccc(NS(=O)(=O)c2cc(NC(=O)c3ccccn3)ccc2OC)cc1Br | -8.6 | -13.6% | 30.4%[activator] | -9.6% | / | / | /
Cc1ccc(-c2nn(CC(=O)NCC3CCCO3)c(=O)c3ccccc23)cc1 (stereo not given) | -22.8 | 10.1% | -6.3% | 3.9% | -10.9% | -8.1% | 1.0%
O=C1CC(C(=O)NC2CCCCC2)C(c2ccccc2)O1 (stereo not given) | 6.8 | -1.3% | 20.4% | -3.3% | -0.7% | 1.7% | 0.0%
CCOC(=O)C1CCN(C(=O)c2c(-c3c(F)cccc3Cl)noc2C)CC1 | 14.1 | 23.9% | 3.6% | -20.7% | 8.7% | -7.1% | -0.4%
COc1ccc(C2=NOC(CN3C(=O)c4ccccc4S3(=O)=O)C2)cc1 (stereo not given) | -23.0 | -13.5% | 5.3% | -0.8% | -3.1% | 5.7% | 3.5%
Cc1ccc(CN2C(=O)c3ccccc3C2C(=O)NCc2cccnc2)cc1 (stereo not given) | 3.9 | -0.2% | -1.8% | -4.0% | ? | 4.1% | 3.6%
O=C(O)COc1nsnc1N1CCOCC1 | 9.8 | -8.7% | -15.6% | -4.1% | -8.2% | ? | -0.1%
CC1(c2ccncc2)Nc2ccccc2-c2nc3ccccc3n21 (stereo not given) | 22.4 | -21.1% | 9.5% | -3.5% | -16.5% | 1.0% | -5.0%
O=C(NCCc1ccccc1Cl)C1CCC(=O)N(C2CCCCCC2)C1 (stereo not given) | -15.7 | 97.7%[activator] | 15.5% | 6.6% | -25.8% | -5.1% | 3.0%
O=C(COc1ccccc1)N1CCN(S(=O)(=O)Cc2ccccc2)CC1 | 42.9 | 0.2% | 5.6% | 1.4% | 1.4% | ? | 0.9%
COc1ccc(NC(=O)CSc2nc(N)c3cc4c(nc3n2)CCCC4)cc1 | 41.5 | -12.8% | 38.7% | 3.6% | 1.5% | -13.1% | -3.0%
O=S(=O)(N=C(NS(=O)(=O)c1ccc(Cl)cc1)c1ccccc1)c1ccc(Cl)cc1 | -38.6 | -24.0% | 6.5% | -25.9% | / | / | /
COc1ccc(-c2nc(Cn3c(SCc4ccc(F)cc4)nc4ccncc43)c(C)o2)cc1OC | 59.4 | 133.9%[activator] | -1.4% | -2.1% | -31.5% | -11.5% | 0.5%
S=C1SCN(Cc2cccs2)CN1Cc1cccs1 | ? | / | 143.4%[activator] | -0.3% | / | / | /
CCOC(=O)N1CC=C2C(C#N)=C(N)C(C#N)(C#N)[C@H](c3ccc(OC(C)C)c(OCC)c3)[C@H]2C1 | 25.4 | -7.0% | 11.1% | -16.3% | -21.7% | 4.5% | -3.5%
Additional records follow:
SMILES | HCMV inh | AmpC inh no detg | AMA1 RON2 block | TbPYK inhibitor | Sm TGR inh | AmpC detergent | LmPK inhibitor
COc1cccc(OC)c1C(=O)N=c1sc2cc(S(C)(=O)=O)ccc2n1C | -39.5 | 15.1% | -8.1% | -9.7% | ? | -10.1% | -1.4%
O=C(Nc1ccc(F)cc1)c1cccc(NC(=O)C2C3CC4OC(=O)C2C4C3)c1 (stereo not given) | 4.8 | -16.4% | 4.6% | 1.4% | 11.8% | -6.5% | 1.9%
CSc1nc(N)nc2c1ncn2CC(=O)NCCNc1ccc([N+](=O)[O-])cn1 | -26.4 | -9.1% | -5.2% | 0.7% | / | / | /
COc1cccc(N2C(=O)CC(N3CCN(S(=O)(=O)c4ccccc4[N+](=O)[O-])CC3)C2=O)c1 (stereo not given) | -21.9 | / | -5.4% | -10.7% | / | / | /
CN(CC(=O)Nc1c(Cl)cccc1Cl)C(=O)Cc1cccs1 | 0.0 | -21.3% | 0.0% | -11.4% | 0.4% | ? | /
CS(=O)(=O)N1N=C(c2ccc3nccnc3c2)CC1c1ccccc1 (stereo not given) | 0.1 | 24.8% | 1.0% | -7.0% | -0.4% | 0.1% | 4.2%
O=C(CSc1nnnn1-c1ccccc1)N1CCc2ccccc21 | -12.6 | / | -1.5% | -1.7% | -35.6% | -1.6% | 10.2%
CC(OC(=O)c1cccc(S(=O)(=O)N(C)C)c1)C(=O)NCC(=O)Nc1ccc(F)c(F)c1F (stereo not given) | -24.1 | / | 26.1%[11.6 µM] | 2.4% | / | / | /
Cn1nccc1NC(=O)Nc1ccc(Cl)cc1 | -13.8 | -4.9% | 1.7% | 9.4% | 8.1% | 3.5% | -3.9%
COCCCNC(=O)c1sc2ncccc2c1-n1cccc1 | 16.7 | / | / | 3.5% | 6.8% | 20.8% | /
CC(OC(=O)CCN=C1NS(=O)(=O)c2ccccc21)C(=O)N(C)c1ccccc1 (stereo not given) | 0.3 | 7.3% | 3.8% | -6.1% | -4.5% | ? | /
CN(C(=O)COc1cc(C(F)(F)F)nn1C)c1ccccc1 | -32.7 | 0.7% | 1.9% | 5.0% | / | 8.1% | 4.3%
CCOC(=O)N/N=C\c1ccc(-c2cccc(C(F)(F)F)c2)o1 | -9.8 | -20.9% | -3.6% | -0.3% | -21.7% | -8.5% | -11.1%
CCOCCCNC(=O)NC(C)c1c(-n2cccc2)sc2c1CCN(CC)C2 (stereo not given) | 17.0 | / | / | 5.1% | ? | -4.2% | /
CC(C)CCNC(=O)CN(Cc1ccccc1)C(=O)CCC(=O)Nc1ccccn1 | -21.9 | 11.7% | -12.1% | 0.0% | -7.6% | ? | -1.1%
Cc1ccc(NC(=S)Nc2ccc(F)cc2)cc1C | ? | -29.8% | 31.5%[activator] | -5.9% | -25.4% | 2.0% | 8.1%
N#Cc1cc2cc3c(cc2nc1SCC(=O)OC1CCCCC1)OCO3 | 19.0 | -16.0% | 11.0% | 3.1% | -31.5% | -10.7% | -2.7%
C[C@H](CO)N1C[C@H](C)[C@@H](CN(C)Cc2ccc(C(=O)O)cc2)Oc2ccc(NC(=O)Cn3cnnn3)cc2C1=O | 28.9 | -15.0% | 13.9% | -4.8% | / | / | /
CC(=O)NNc1nc(-c2ccccc2)c2cc(Br)ccc2n1 | 6.4 | 62.7%[activator] | 69.3%[activator] | 5.9% | 4.4% | ? | 5.4%
COc1ccc(C2CC(c3cccs3)=NN2c2nc(-c3ccccc3)cs2)cc1OC (stereo not given) | -8.9 | -11.4% | 16.8% | -14.3% | 0.0% | 3.1% | -2.2%
O=C(NCc1ccncc1)c1ccc(N2CCCC2)c([N+](=O)[O-])c1 | -62.2* | -2.9% | -8.3% | 3.9% | 8.9% | -3.4% | -1.8%
Cc1ccsc1C(=O)c1sccc1C | ? | -42.9% | -4.7% | -10.7% | -13.0% | -10.6% | -2.3%
C=C(Br)Cn1cnc2ccccc21 | -36.0 | -5.7% | 7.3% | 6.7% | 1.7% | -7.2% | 1.2%
O=C(O)C1C2CCC(O2)C1C(=O)NCCC1=CCCCC1 (stereo not given) | / | 4.4% | 16.4% | 2.6% | -5.9% | -1.8% | 2.5%
Cc1ccc(S(=O)(=O)N(C)C)cc1NC(=O)CSc1nc2ccccc2c(=O)n1CC1CCCO1 (stereo not given) | 10.2 | -15.3% | 8.5% | -3.2% | 2.9% | -1.7% | 1.1%
COC(=O)c1cc(-c2ccc(C)cc2)n[nH]1 | -0.5 | -2.7% | 3.3% | 5.6% | -2.0% | 3.3% | -3.6%

Record cards, from the list above. Values in the order: HCMV inh, AmpC inh no detg, AMA1 RON2 block, TbPYK inhibitor, Sm TGR inh, AmpC detergent, LmPK inhibitor
`COc1ccc(C2CC(c3cccs3)=NN2c2nc(-c3ccccc3)cs2)cc1OC` (stereo not given) as listed: -8.9, -11.4%, 16.8%, -14.3%, 0.0%, 3.1%, -2.2%
`O=C(CSc1nnnn1-c1ccccc1)N1CCc2ccccc21` as listed: -12.6, /, -1.5%, -1.7%, -35.6%, -1.6%, 10.2%
`O=C(O)C1C2CCC(O2)C1C(=O)NCCC1=CCCCC1` (stereo not given) as listed: /, 4.4%, 16.4%, 2.6%, -5.9%, -1.8%, 2.5%
`CC(C)CCNC(=O)CN(Cc1ccccc1)C(=O)CCC(=O)Nc1ccccn1` as listed: -21.9, 11.7%, -12.1%, 0.0%, -7.6%, ?, -1.1%
`Cn1nccc1NC(=O)Nc1ccc(Cl)cc1` as listed: -13.8, -4.9%, 1.7%, 9.4%, 8.1%, 3.5%, -3.9%
